UDG counter: Primary qHTS assay for inhibitors of Activation Induced Cytidine Deaminase (AID): UDG Counterscreen signal; FRET deamination/UDG coupled assay, UDG read, 4 h; Potency, µM (titrated, usually from 115 µM), inactives show top-dose activity change, negative = inhibition, hits mostly inhibitors; 91,000 compounds, 0.14% hits; also: nearly all actives have a fitted effect of over 65% in size
AID inhibitor: Primary qHTS assay for inhibitors of Activation Induced Cytidine Deaminase (AID): AID signal. Single-stranded DNA cytosine deaminase (Homo sapiens), Q9GZX7. 91,000 compounds, 0.32% hits. AID deamination FRET fluorescence, UDG-coupled, 4 h. Potency, µM (highest dose often 115 µM), for the others: at the highest dose activity change, negative = inhibition, usual class: inhibitors; also: nearly all actives have a fitted effect of over 25% in size
Target sequence (Q9GZX7 whole entry, looked up): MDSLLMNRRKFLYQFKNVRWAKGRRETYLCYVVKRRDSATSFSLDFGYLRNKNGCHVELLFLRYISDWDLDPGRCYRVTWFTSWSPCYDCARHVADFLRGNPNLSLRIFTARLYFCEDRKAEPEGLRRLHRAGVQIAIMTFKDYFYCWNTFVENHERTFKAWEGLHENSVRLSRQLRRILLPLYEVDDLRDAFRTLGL
Active calls of the source: *; [ ] = another dose, or the depositor's remark. Calls follow the shape of the dose curve; as a rule, active = well fitted curve in the direction sought with a large enough effect; inconclusive = small, poorly fitted or top-dose-only effect, or another doubt; inactive = no such curve, though single readings can be large; an effect the other way counts as inactive or inconclusive. % is scaled to controls: 0 for no effect and ±100 for the full control effect; potency is read from the fitted curve at half-maximal effect. Only part of the results is shown. The share of hits here may be higher or lower than overall.

Screening NC(=O)C1CCCCN1C(=O)c1nn(-c2ccccc2)c(=O)c2ccccc12 (stereo not drawn) returned UDG counter 0% and AID inhibitor 3%.
`COc1ccc(CC(=O)N2CCc3cc(OC)c(OC)cc3C2COc2ccc3c(C)cc(=O)oc3c2)cc1OC` (stereo not drawn) gave UDG counter 4% and AID inhibitor -9%.
Screening CCC/C=C(/CC)C[N+]1(C)CCCCC1 returned UDG counter -6% and AID inhibitor -5%.
Screening CCOc1ccc(CNC(=O)C2CCCN(S(=O)(=O)N(CC)c3ccc(OCC)cc3)C2)cc1 (stereo not drawn) returned UDG counter 0% and AID inhibitor -4%.
For C=C(C)COc1ccc2cc(-c3ccc(OC)cc3OC)c(=O)oc2c1 the results were UDG counter -5% and AID inhibitor -13%.
`Cc1ccc2oc(C(=O)NCc3ccncc3)cc(=O)c2c1` gave UDG counter 0% and AID inhibitor 0%.
`Cc1ccc(N2CC(C)Cn3c2nc2c3c(=O)n(CC(=O)O)c(=O)n2C)cc1` (stereo not drawn) gave UDG counter -10% and AID inhibitor 11%.
O=c1[nH]c(SCc2ccccc2)nc2c1CCCC2 was read as UDG counter 0% and AID inhibitor 6%.
For COc1ccc(NC(=O)c2cnc(SC)nc2C(F)(F)F)cc1OC the results were UDG counter 8% and AID inhibitor 11%.
Screening COc1ccc(CN2CC3=C(C2=O)C(c2ccccc2C)NC(=O)N3)cc1 (stereo not drawn) returned UDG counter 1% and AID inhibitor -2%.
For O=C(CCC1N=C2c3ccccc3N=C(SCc3ccc(F)cc3)N2C1=O)NCCc1ccccc1 (stereo not drawn) the results were UDG counter 0% and AID inhibitor 8%.
Cc1ccc(NC(=O)CN2CCC(C(=O)N3CCCCCC3)CC2)cc1 was read as UDG counter -9% and AID inhibitor -5%.
O=C(Nc1ccc(CN2CCOCC2)cc1)Nc1ccc2c(c1)OCCO2 was read as UDG counter -9% and AID inhibitor -7%.
For Cc1cc(C)n(-c2nc3ccccc3nc2Nc2cccc(C(F)(F)F)c2)n1 the results were UDG counter 7% and AID inhibitor 31%[activator].
Screening Cc1ccc(C(=O)C(C)Sc2nnnn2C)cc1 (stereo not drawn) returned UDG counter -2% and AID inhibitor -5%.
Screening COC(=O)C1=C(N)Oc2cc(C)n(Cc3ccc4c(c3)OCO4)c(=O)c2C1c1ccccc1F (stereo not drawn) returned UDG counter 34%[activator] and AID inhibitor -7%.
CCOCCCNC(=O)CSCc1nc(-c2ccc(C)cc2)oc1C was read as UDG counter 6% and AID inhibitor 0%.
For CCc1ccc(C2=C(C)C(=NCC(=O)Nc3cccc(Cl)c3C)NS2(=O)=O)cc1 the results were UDG counter 2% and AID inhibitor -4%.
For Cc1ccc(CNC(=O)Cc2csc(-c3ccccn3)n2)cc1F the results were UDG counter -8% and AID inhibitor -19%.
Screening N#Cc1nc(-c2ccco2)oc1N1CCN(Cc2ccc(Br)cc2)CC1 returned UDG counter -2% and AID inhibitor -13%.
For COc1ccc(CC(=O)NCc2ccc3c(c2)CCN3C(=O)c2ccccc2)cc1OC the results were UDG counter -1% and AID inhibitor 0%.
CCCc1c(C)nc2ncnn2c1Nc1ccc(CC)cc1 was read as UDG counter -3% and AID inhibitor -7%.
Screening CC1(C)O[C@H]2[C@@H](O1)[C@@H](C(=O)O)O[C@@H]1OC(C)(C)O[C@@H]12 returned UDG counter -4% and AID inhibitor 3%.
`CC(Sc1nc(-c2ccccc2)c(-c2ccccc2)o1)C(=O)NC(N)=O` (stereo not drawn) gave UDG counter 8% and AID inhibitor -8%.
`CCCCn1c(=O)n(CC(O)COc2cc(C)ccc2C)c(=O)c2c1ncn2C1CCCC1` (stereo not drawn) gave UDG counter 4% and AID inhibitor -13%.
Screening CCOc1ccc(-c2cc(NC(=O)c3cccc(Cl)c3)c(C(=O)OC)s2)cc1 returned UDG counter 35%[activator] and AID inhibitor 29%.
`Cc1cc(=O)oc2cc(OCC(=O)NC3CC(C)(C)NC(C)(C)C3)ccc12` gave UDG counter -3% and AID inhibitor -3%.
Screening COc1cccc(S(=O)c2c(C)cc(C)cc2C)c1 (stereo not drawn) returned UDG counter -4% and AID inhibitor -11%.
Screening CCCCC1CCC(C(=O)N2CC(=O)Nc3ccc(F)cc3C2c2ccc(F)cc2)CC1 (stereo not drawn) returned UDG counter -23% and AID inhibitor 35µM*.
Screening O=C(Cn1c(=O)c2c(ncn2C2CCCC2)n(Cc2ccccc2)c1=O)NCc1ccc(F)cc1 returned UDG counter 10% and AID inhibitor 7%.
`CS(=O)(=O)NC1CCN(C(=O)c2cnc3ccccc3n2)CC1` gave UDG counter -14% and AID inhibitor -6%.
For CCc1c(C)sc(NC(=O)c2ccncc2)c1C#N the results were UDG counter -3% and AID inhibitor 6%.
Cc1cc(C)c2c(=O)cc(C(=O)Nc3nnc(C)s3)oc2c1 was read as UDG counter 7% and AID inhibitor 13%.
For COc1cccc(NC(=O)CNC(=O)Cn2c(C)cc3ccccc3c2=O)c1 the results were UDG counter -3% and AID inhibitor 30%.
Cc1cccc(CNC(=O)CCn2ccc3cc(S(=O)(=O)N4CCCC4)ccc32)c1 was read as UDG counter -2% and AID inhibitor 1%.
For Cc1ccc(-c2cc(C(=O)NC3CCCCC3)c3ccccc3n2)cc1 the results were UDG counter 6% and AID inhibitor 14%.
COc1cccc(NC(=O)c2c(C)nn(-c3cccc(C)c3)c2-n2cccc2)c1 was read as UDG counter 45%[activator] and AID inhibitor inconclusive.
`Cc1nn(-c2nc3c(c(=O)n(CCCc4ccccc4)c(=O)n3C)n2C(C)C)c(C)c1C` gave UDG counter -8% and AID inhibitor -10%.
`CCOC(=O)c1cnc2c(C)cccc2c1Nc1ccc(O)cc1` gave UDG counter 4% and AID inhibitor 6%.
`CCOc1ccc(CCNC(=O)CN2C(=O)c3cccnc3Oc3ccc(C)cc32)cc1OCC` gave UDG counter -20% and AID inhibitor 7%.
Screening O=C(Nc1ccc2nc(SCC(=O)N3CCOCC3)sc2c1)c1ccc(Br)cc1 returned UDG counter 0%[57.5 µM] and AID inhibitor 25%.
Screening CC(=O)N1CCN(CC(=O)Nc2sc3c(c2C(N)=O)CCC3)CC1 returned UDG counter -3% and AID inhibitor -3%.
For COc1cc(C2c3c(-c4ccccc4O)n[nH]c3C(=O)N2Cc2ccncc2)cc(OC)c1OC (stereo not drawn) the results were UDG counter -8% and AID inhibitor 3%.
For COc1ccc(Cl)cc1N(C)C(=O)c1ccc2c(=O)n3c(nc2c1)CCCCC3 the results were UDG counter -13% and AID inhibitor -18%.
Screening Cn1cc(CC(=O)NC(C(N)=O)c2ccccc2)c2ccccc21 (stereo not drawn) returned UDG counter 3% and AID inhibitor 5%.
For CC(C)CC(=O)Nc1ccc2oc(-c3ccc(F)cc3)nc2c1 the results were UDG counter 9% and AID inhibitor -8%.
`O=C(CSc1nc2ccccc2s1)Nc1ncccn1` gave UDG counter 3% and AID inhibitor 0%.
CCN(Cc1ccccc1)C(=O)C1CCN(S(=O)(=O)c2ccc3c(c2)CCCN3C(C)=O)CC1 was read as UDG counter 3% and AID inhibitor -2%.
`CCOC(=O)C1=C(CN2CCN(c3cc(C)ccc3C)CC2)NC(=O)NC1c1ccc(Cl)cc1` (stereo not drawn) gave UDG counter -12% and AID inhibitor inconclusive.
`CC(C)c1ccc(S(=O)(=O)c2nnn3c2nc(NC2CCCC2)c2sccc23)cc1` gave UDG counter -13% and AID inhibitor inconclusive.
CCN(CC)CCNC(=O)c1cn(CC)c2ccc(S(=O)(=O)N3CCOCC3)cc2c1=O was read as UDG counter 7% and AID inhibitor 11%.
Cc1ccc(Cl)cc1NC(=O)CN1C(=O)COc2ccc(S(=O)(=O)N3CCCCCC3)cc21 was read as UDG counter 7% and AID inhibitor 0%.
COc1ccccc1NC(=O)CSc1nc2c(=O)[nH]cnc2n1-c1ccc(C)cc1 was read as UDG counter 1% and AID inhibitor -2%.
CC/C(=N/NC(=O)C1CC1(c1ccc(C)cc1)c1ccc(C)cc1)c1ccccc1 (stereo not drawn) was read as UDG counter 1% and AID inhibitor -3%.
Screening CC(=O)N1CCN(Cc2csc(-c3ccc(C(F)(F)F)cc3)n2)CC1 returned UDG counter 9% and AID inhibitor 0%.
For CCOC(=O)c1sc(N2C(=O)c3oc4ccc(C)cc4c(=O)c3C2c2ccccc2F)nc1C (stereo not drawn) the results were UDG counter -5% and AID inhibitor -5%.
COc1cc(S(=O)(=O)Nc2ccc3ccccc3c2)ccc1NC(C)=O was read as UDG counter 4% and AID inhibitor 3%.
For CC1(C)C(=O)NC(=O)C(C#N)C1c1ccccc1 (stereo not drawn) the results were UDG counter -5% and AID inhibitor 2%.
Screening COc1cccc(NS(=O)(=O)c2cc3c4c(c2)C(C)C(=O)N4CCC3)c1 (stereo not drawn) returned UDG counter 13% and AID inhibitor 2%.
For CCCCNCc1ccc(-c2ccccc2F)o1 the results were UDG counter -4% and AID inhibitor -10%.

Fetched by compound from above:
Cc1ccc(Cl)cc1NC(=O)CN1C(=O)COc2ccc(S(=O)(=O)N3CCCCCC3)cc21 was read as UDG counter 7% and AID inhibitor 0%.
Screening NC(=O)C1CCCCN1C(=O)c1nn(-c2ccccc2)c(=O)c2ccccc12 (stereo not drawn) returned UDG counter 0% and AID inhibitor 3%.
For COc1cc(C2c3c(-c4ccccc4O)n[nH]c3C(=O)N2Cc2ccncc2)cc(OC)c1OC (stereo not drawn) the results were UDG counter -8% and AID inhibitor 3%.
`CC(C)c1ccc(S(=O)(=O)c2nnn3c2nc(NC2CCCC2)c2sccc23)cc1` gave UDG counter -13% and AID inhibitor inconclusive.

Additional compounds
For CNC(=O)COc1ccc(NC(=O)CCn2nc(-c3ccc(C)cc3)c3ccccc3c2=O)cc1 the results were UDG counter -10%[57.5 µM] and AID inhibitor 11%[57.5 µM].
`CC(C)(C)C(NCC(=O)NC(C)(C#N)C1CC1)c1cccs1` (stereo not drawn) gave UDG counter -11% and AID inhibitor -9%.
`CC(C)(C)c1csc(C2CN(CCC#N)CCO2)n1` (stereo not drawn) gave UDG counter -19% and AID inhibitor -15%.
Screening CCCCN(CC)CCNC(=O)c1cc2c(=O)[nH]c3ccccc3c2n1C returned UDG counter -1% and AID inhibitor 33%[activator].
Screening N#Cc1ccc(NC(=O)c2cc(-c3cccs3)nc3ccccc23)cc1 returned UDG counter 9% and AID inhibitor 14%.
Screening COc1cc(NC(=O)CCCSc2nc(-c3ccco3)cc(C(F)(F)F)n2)cc(OC)c1OC returned UDG counter -4%[57.5 µM] and AID inhibitor -13%[57.5 µM].
CC(NC(=O)CCCc1c[nH]c2ccccc12)c1ccncc1 (stereo not drawn) was read as UDG counter 2% and AID inhibitor 5%.
CC1C(c2ccccc2)=[N+]([O-])C(C)(c2ccc(F)cc2)N1O (stereo not drawn) was read as UDG counter 7% and AID inhibitor 5%.
Cc1ccc(C(=O)CC(NCCO)C(=O)O)cc1 (stereo not drawn) was read as UDG counter -5% and AID inhibitor -2%.
For CC(NC(=O)/C=C/c1ccc(Cl)cc1)C12CC3CC(CC(C3)C1)C2 (stereo not drawn) the results were UDG counter -1% and AID inhibitor -5%.

The closing 2 records of the part above lead into the next.
Cc1ccc(C(=O)CC(NCCO)C(=O)O)cc1 (stereo not drawn) was read as UDG counter -5% and AID inhibitor -2%.
For CC(NC(=O)/C=C/c1ccc(Cl)cc1)C12CC3CC(CC(C3)C1)C2 (stereo not drawn) the results were UDG counter -1% and AID inhibitor -5%.
`CCc1ccc(-c2[nH]c3c(c2-c2c(-n4cccc4)n(C)c(=O)[nH]c2=O)c(=O)[nH]c(=O)n3C)cc1` gave UDG counter 46%[activator] and AID inhibitor 55%[activator].
`O=C(CSc1ccc(F)c(F)c1)Nc1ccc2c(c1)OCCCO2` gave UDG counter -9% and AID inhibitor -1%.
Cc1ccc(C)c(NC(=O)C2CCN(c3ncnc4c3nc3n4CCCCC3)CC2)c1 was read as UDG counter -5% and AID inhibitor -1%.
Screening Cc1cccc(NC(=O)CSc2nc3ccc(NC(=O)c4ccco4)cc3s2)c1 returned UDG counter 2% and AID inhibitor -5%.
CN(C)c1ccc(C=Nc2ccc(F)cc2)cc1 was read as UDG counter 5% and AID inhibitor -2%.
Screening CCOc1ccc(N(CC(=O)Nc2ccc(F)cc2F)S(=O)(=O)c2c(C)[nH]c(=O)[nH]c2=O)cc1 returned UDG counter -3%[57.5 µM] and AID inhibitor -2%[57.5 µM].
Screening CCOc1ccccc1NC(=O)Cn1ncc2c(=O)oc3ccc(C)cc3c21 returned UDG counter -6% and AID inhibitor -21%.
Screening CCOc1ccc(-c2cc3c(=O)n(Cc4nc(-c5ccc(OC(C)C)cc5)oc4C)ccn3n2)cc1Cl returned UDG counter -9% and AID inhibitor 10%.
For O=C1c2[nH]nc(-c3ccccc3)c2C(c2ccccc2)N1c1cccc(C(F)(F)F)c1 (stereo not drawn) the results were UDG counter -17% and AID inhibitor -15%.
`COc1cccc(-c2cc(C(=O)Nc3c(C)nn(Cc4ccccc4Cl)c3C)no2)c1` gave UDG counter inconclusive and AID inhibitor inconclusive.
CCOc1ccc(NC(C)=O)cc1S(=O)(=O)Nc1ccccc1-c1nnc2n1CCCCC2 was read as UDG counter -9% and AID inhibitor -5%.
Screening COC(=O)CNC(=O)C(C)(C)c1ccccc1 returned UDG counter 7% and AID inhibitor 2%.
Screening CCCCCC(=O)N/N=C/c1cccnc1 returned UDG counter -1% and AID inhibitor 0%.
Screening CCCCCCCCCCOC(=O)C[N+](C)(C)Cc1ccccc1 returned UDG counter 2% and AID inhibitor -11%.
CCN(CC)c1ccc(/C=N/NS(=O)(=O)c2ccc(Cl)cc2)cc1 was read as UDG counter -7% and AID inhibitor -1%.
COc1cc(N)c(Cl)cc1C(=O)OCc1ccc(C(C)(C)C)cc1 was read as UDG counter -6% and AID inhibitor -23%.
Screening Cc1ccc(CSc2oc(-c3cccs3)nc2S(=O)(=O)c2ccccc2)cc1 returned UDG counter -7% and AID inhibitor 37%[activator].

From PubChem
